Compound activity deposited in PubChem by National Center for Advancing Translational Sciences (NCATS).
CXXC DNA block = blocks binding of human MLL CXXC domain to DNA; Q03164; MLL-CXXC / FITC-HOXA9 DNA fluorescence polarization; Potency, µM (top dose mostly 115 µM), for inactives: at the highest dose activity change, negative = inhibition, most hits filed as inhibitors; actives 0.037% (n = 290,000); active means well fitted inhibition curve with a large enough effect in the polarisation, with a control signal flat, not every such curve was filed as active; inconclusive means small, poorly fitted or top-dose-only effect, or effect the other way, or a change in a side signal; inactive means no such curve, though single readings can be large or run the other way; the % refers to the polarisation; further: potency means the concentration at half of the fitted maximal effect
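Fluorescence polarization: 7 uM MLL-CXXC (stock) preincubated 5 min with compounds, then 50 nM fluorescein-HOX-A9 DNA (stock) added; 30 min ambient. Buffer 50 mM Tris-HCl pH 7.5, 50 mM NaCl, 1 mM DTT, 0.05% BSA.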
Integrin act MD = activates integrin-mediated alleviation for muscular dystrophy; alpha7betagal myoblasts, beta-gal FDG fluorescence, 48 h; Potency, µM (highest dose often 38.3 µM), without a hit: top-dose activation, usual class: activators; actives 0.064% (n = 350,000);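 further: potency means the concentration at half of the fitted maximal effect; 100% = response of the positive control SU9516; nearly all actives have a fitted effect of over 60% in size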
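Alpha7betagal+/- myoblasts (passage 13) were plated 16-24 hr, then exposed to compounds (1:260 dilution of DMSO stock) for 48 hours at 37C. After MPER lysis, β-galactosidase reporter activity was read as FDG fluorescence (ex 480/em 540) after 30 minutes.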
PTAP TSG101 blk = blocks PTAP/TSG101 interaction to inhibit HIV-1 budding. Fluorescence polarization, FITC-PTAP peptide / Tsg101 binding. 340,000 tested, under 10 active. Potency, µM (highest dose often 115 µM), without a hit: top-dose activity change, negative = inhibition, usual class: inhibitors. AID 493005. Q99816; active means well fitted inhibition curve with a large enough effect in the main read-out, with a control signal flat, not every such curve was filed as active; inconclusive means small, poorly fitted or top-dose-only effect, or effect the other way, or a change in a side signal; inactive means no such curve, though single readings can be large or run the other way; further: potency means the concentration at half of the fitted maximal effect; % of control where 0% means no effect
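Steps: Tsg101 binding domain dispensed (10 uM final), compounds pinned in DMSO, FITC-labeled PTAP-motif peptide added (50 nM final); after 20 min binding at room temperature, polarization measured.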
BRCA1 expr act = BRCA1 expression activation | Potency, µM (doses to about 46.1 µM), without a hit: at the highest dose activation, usual class: activators | actives 1.1% (n = 380,000) | MCF7-BRCA1-FFLuc reporter, luminescence, 48 h; response scale: scaled: vehicle 0%, 10 µM genistein 100%; further: potency means the concentration at half of the fitted maximal effect; nearly all actives have a fitted effect of over 80% in size; some results filed as inactive show a strong effect at the top dose
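Cells: MCF7-BRCA1-FFLuc, 2000/well. Exposure: 48 h, 37 °C, 5% CO2. Read: luminescence, 15 min post-substrate. Controls: genistein 10 microM (maximal activation), DMSO (neutral).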
TCR act = activates T cell receptor signaling; Potency, µM (series often up to 9.22 µM), for the others: at the top dose activation of IL-2 secretion, hits mostly activators; 330,000 tested, under 10 active; primary human leukocytes, anti-CD3, IL-2 HTRF, 48 h; AID 504894; further: % of control where 0% means no effect
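Using a-CD3 beads without co-stimulation, primary human leukocytes were exposed to compounds for 48 hr. An HTRF IL-2 kit measured the cytokine, with europium-to-d2 energy transfer producing emission at 665nm upon 320nm excitation.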
B2AR arrestin = recruits beta-arrestin to the human beta2-adrenergic receptor. P07550. beta-arrestin recruitment to beta2AR, cell-based reporter. Potency, µM (series often up to 46.1 µM), for the others: top-dose activation, actives largely listed as activators. actives 0.02% (n = 330,000);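 further: potency means the concentration at half of the fitted maximal effect; 0% = DMSO controls and full agonism = EC100 isoproterenol or metaproterenol; nearly all actives have a fitted effect of over 65% in size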
TRPV1 agonist = activates the human vanilloid receptor TRPV1; AID 540275; actives 0.19% (n = 320,000); Q8NER1; TRPV1-expressing cells, Fluo-8 calcium influx, agonist mode; activation, % at 8.33 µM; in the data active means activation above about 80%; inconclusive means between about 30% and that limit; further: 0% is about no effect
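Fluo-8 calcium influx in TRPV1-expressing cells, kinetic read (ex 480/em 520 nm). Compound added and read 3 min for agonist activity, followed by capsaicin at EC20 final and 2 min further read for enhancement.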
p53 reactivation = restores transcriptional activity of mutant p53; H1299 p53-A138V BP100-luciferase reporter, luminescence, 24 h; Potency, µM (highest dose often 92.2 µM), inactives show top-dose activity change, positive = activation, most hits filed as activators; actives 0.063% (n = 320,000); AID 504706; further: potency means the concentration at half of the fitted maximal effect; % of control where 0% means no effect; nearly all actives have a fitted effect of over 45% in size
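p53-null H1299 cells stably carrying temperature-sensitive p53-A138V and a BP100-luciferase reporter were pinned with compounds (4-point, 1:5 series) and held 24 hrs at 37 deg C. Luminescence was read 10 min after detection reagent.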
AT treatment = potential ataxia-telangiectasia treatments restoring KAP-1 phosphorylation. […] A-T fibroblasts, KAP-1 phosphorylation AlphaLISA; neocarzinostatin DNA damage 30 min before lysis. Potency, µM (titrated, usually from 57.5 µM), for the others: top-dose activation, most hits filed as activators. actives 0.19% (n = 320,000); further: potency means the concentration at half of the fitted maximal effect; % of control where 0% means no effect; nearly all actives have a fitted effect of over 45% in size
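hTERT-immortalized A-T patient fibroblasts ([…]), 500 cells/well in OPTI-MEM, 1% FBS, got compounds for 60 min, then NCS for 30 min at 37C. Lysates were then assayed for phospho-KAP-1 by AlphaLISA (anti-pKAP1 donor, anti-KAP1 acceptor beads), 6 hr at 25C.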
ELG1 DNA repair = inhibitors of ELG1-dependent DNA repair in HEK293T cells | HEK293T ELG1-luciferase reporter, luminescence, 16 h; DNA damage induced by 5-fluorouridine | Potency, µM (highest dose often 46.1 µM), for the others: top-dose activity change, negative = inhibition, actives largely listed as inhibitors | actives 2.3% (n = 330,000) | AID 504467; further: potency means the concentration at half of the fitted maximal effect; on the % scale 0 is the no-effect control and ±100 the full control effect; nearly all actives have a fitted effect of over 55% in size
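Reporter activity after DNA damage by 5-fluorouridine is monitored. Compound-treated cells incubate 16 hr at 37 °C, then ONE-Glo is added for 30 min before luminescence reading.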
The depositor's hits bear a star; ? = inconclusive; nt = not tested or not shown; [ ] = remark or other dose. Unless noted, the call rests on the fitted dose curve; in most records, active means well fitted curve in the direction sought with a large enough effect; inconclusive means small, poorly fitted or top-dose-only effect, or another doubt; inactive means no such curve, though single readings can be large; an effect the other way counts as inactive or inconclusive. Random draw from the library, and some 3.8% of all compounds hit somewhere here.

SMILES | CXXC DNA block | Integrin act MD | PTAP TSG101 blk | BRCA1 expr act | TCR act | B2AR arrestin | TRPV1 agonist | p53 reactivation | AT treatment | ELG1 DNA repair
COc1cc(C(=O)NCC(c2cccnc2)N2CCN(c3ccc(F)cc3)CC2)cc(OC)c1OC (stereo not given) | 9% | 12% | -3% | -20% | -2% | -0.1% | -1 | 2% | 4% | ?
CCSc1nnc(NC(=O)CSc2sc3c(O)cc(=O)[nH]c3c2C#N)s1 | 4% | -8% | -11% | 0% | -12% | -0.1% | -3 | 2% | 5% | -7%
OC1(Cc2cc(-c3ccccc3)no2)CCN(CCCc2ccccc2)CC1 | 29% | -66%[inhibitor] | -2% | -2% | 9% | 1.0% | -2 | 9% | -7% | -6%
CCc1ccccc1NS(=O)(=O)c1ccc(SC)cc1 | -5% | 14% | -1% | 3% | -62% | -0.1% | 14 | -9% | 10% | -9%
CN1CCCN(C(=O)CC(c2ccccc2)c2ccccc2)CC1 | 25% | -30% | -2% | 0% | 5% | 0.1% | 1 | -2% | 4% | 6%
O=C(NCc1cccs1)c1cc(S(=O)(=O)N2CCCCC2)ccc1Cl | -1% | 23% | -3% | -19% | 3%[46.1 µM] | -0.4% | 3 | -11% | nt | ?
O=C(Cn1cc(C(=O)C(F)(F)F)c2ccccc21)N1CCOCC1 | 10% | -17% | -1% | -8% | 3% | -0.3% | 0 | -1% | 3% | 9%
O=C(Nc1cccnc1)c1cc(F)c(F)cc1Cl | 6% | 30% | -1% | -10% | -7% | 0.0% | 4 | -2% | -2% | 2%
Cc1cc(Cl)c(S(=O)(=O)N2CCN(c3ccccn3)CC2)cc1OCC(=O)NC1CCCCC1 | 2% | -33% | 2% | -37% | 4% | -0.1% | 8 | 0% | 19% | 21µM*
Cc1noc(C)c1COc1ccc(C(=O)N2CCN(S(=O)(=O)c3cccc(F)c3)CC2)cc1 | nt | 28% | -2% | -30% | -1% | -0.6% | nt | 7% | 3% | ?
CC1CCN(CCn2c(=S)[nH]c3ccccc3c2=O)CC1 | 0% | -1% | -2% | -45% | 4% | 0.0% | 1 | ? | 1% | 8%
C[C@H](CO)N1C[C@H](C)[C@@H](CN(C)S(C)(=O)=O)Oc2ccc(N(C)C)cc2C1=O | nt | 20% | 1% | 4% | -4% | 0.0% | nt | -7% | -3% | ?
N#Cc1nc(Cc2ccccc2)oc1N1CCCC1 | -5% | 0% | -1% | 35% | 1% | -0.1% | 17 | 2% | -5% | ?
Cc1cc(C)c2c(N)c(C(=O)NN3CC(=O)N(c4ccccc4)CC3=O)sc2n1 | -10% | 13% | -16% | -25% | -3% | 0.0% | -4 | 2% | -3% | 0%
Cc1cc(NC(=O)Cn2ccsc2=N)c([N+](=O)[O-])cc1C | 3% | 0% | -3% | 12% | -3% | -0.1% | -3 | 7% | -4% | -1%
Cc1cc(C)[n+](Cc2ccccc2)cc1C(N)=O | nt | 5% | 2% | 13% | 2% | nt | nt | nt | nt | nt
Cc1ccc(C(=O)CSc2n[nH]c(C)n2)cc1 | -4% | 1% | 1% | 45% | -1% | -1.0% | 6 | 29% | 3% | ?
O=C1CSC(=S)N1Cc1cccnc1 | -1% | -55%[inhibitor] | -2% | -78% | 0% | 0.3% | -1 | -25% | 2% | -19%
CC1(c2ccccc2)NC(=O)N(CCN2C(=O)c3ccccc3C2=O)C1=O (stereo not given) | 0% | -15% | 0% | 8% | -5% | 0.4% | 1 | -5% | 7% | -13%
Cc1nc(NC(C)(C)CO)c([N+](=O)[O-])cc1[N+](=O)[O-] | -9% | 16% | -1% | 24% | 0%[46.1 µM] | 2.4% | 1 | -20% | 3% | -13%
O=[N+]([O-])c1ccccc1S(=O)(=O)Nc1ccc(-c2ccc(N3CCCC3)nn2)cc1 | nt | -2% | -2% | 34% | 2% | -0.4% | -2 | 4% | -3% | ?
COC(=O)NC1CSCC1OC(=O)c1ccc(Br)cc1 (stereo not given) | -8% | -6% | -4% | 1% | 3%[46.1 µM] | -0.8% | 9 | 5% | 0% | 4%
CCOc1ccc(Br)cc1S(=O)(=O)Nc1ccc(C(=O)Nc2ccc(C)cc2)cc1 | 11% | -9% | -4% | -52% | -2%[46.1 µM] | 2.4% | 0 | -2% | 8% | -20%
Cc1ccc(NC(=O)c2c([N+](=O)[O-])c(C(C)(C)C)nn2C)cc1 | 5% | 0% | 0% | -8% | 2%[46.1 µM] | -0.1% | ? | -4% | 5% | -13%
COc1ccc(/C=C/C(=O)c2ccc(NC(=O)c3cccs3)cc2)cc1OC | 1% | -24% | -4% | 11% | 6% | -0.1% | 11 | ? | 5% | ?
CCCOc1cccc(C(=O)Nc2nnn(CCC)n2)c1 | 15% | 6% | -7% | ? | 12% | 0.3% | nt | ? | 14% | ?
Nc1ccccc1C(=O)N/N=C1\C2CN3CCN(C2)CC1(c1ccccc1)C3 | 13% | 31% | -2% | 28% | 0%[46.1 µM] | -1.1% | 7 | ? | -5% | ?
COc1cc(/C=C2/SC(=O)NC2=O)ccc1OCc1ccccc1 | ? | 6% | 0% | 22% | 7% | 0.1% | 1 | 16% | -1% | ?
COc1ccc(OC)c(-c2csc(NC(=O)c3ccccc3F)n2)c1 | 14% | 25% | -1% | 0% | 6% | -0.8% | -2 | nt | 4% | -6%
COc1ccc2c(C(=O)CCl)c[nH]c2c1 | 28% | -65%[inhibitor] | -1% | -82% | 7% | 10% | 0 | -17% | -8% | ?
Brc1ccc(-c2nnc(-c3ccccc3)c(N3CCSCC3)n2)cc1 | 17% | 6% | 2% | 2% | 0% | 0.3% | 2 | 16% | -2% | ?
O=C(COc1ccccc1)Nc1ccncc1Cl | -1% | 8% | 0% | 8% | 10% | 0.3% | 4 | -6% | 4% | ?
Cc1cc(S(=O)(=O)N2CCCC2)ccc1OCC(=O)N1CCCCC1 | 8% | -4% | 5% | 10% | 0% | -1.0% | 26 | -1% | 7% | 0%
CCC(c1nnnn1Cc1ccco1)N(CCN1CCOCC1)Cc1cc2cc(C)ccc2[nH]c1=O (stereo not given) | -12% | -9% | 0% | -2% | -2% | -0.4% | 3 | 0% | 9% | 7%
C[C@@H]1[C@H](O)C[C@@]23COC(=O)C2=CCCC3[C@@]1(C)CCC1COC(=O)C1 (stereo not given in full) | nt | -18% | -2% | 8% | 3% | -0.1% | 4 | 3% | -7% | 25%
COc1ccc(Cl)cc1C(=O)NCC(c1ccco1)N1CCCC1 (stereo not given) | 9% | -25% | -5% | 1% | 0% | 0.0% | 2 | -1% | 2% | 2%
Cc1cc(C(=O)COC(=O)CC2Sc3ccccc3NC2=O)c(C)n1-c1ccccc1 (stereo not given) | 6% | 0% | -2% | -12% | -8%[46.1 µM] | 6.0% | 25 | 0% | -2% | 3%
CN(C)n1cccc1/C=C(\C#N)S(=O)(=O)c1ccc(Cl)cc1 | -12% | ? | -3% | -1% | 1% | 0.0% | 29 | -1% | -9% | -10%
COCCN1C(=O)N[C@@H](CCc2ccccc2)C(C(C)=O)=C1C | 3% | 9% | 0% | 0% | -1% | -0.5% | -4 | -1% | 7% | -2%
CC(OC(=O)c1cc(Br)ccc1O)C(=O)NCc1ccc2c(c1)OCO2 (stereo not given) | nt | -4% | 0% | -20% | -6% | 0.1% | 19 | 3% | 1% | 16%
CCOc1ccc(N2C(=O)C3C(C2=O)C3(c2ccccc2)c2ccccc2)cc1 (stereo not given) | 0% | 11% | 1% | -22% | -2%[46.1 µM] | 0.2% | 7 | -6% | -6% | ?
CC(C)C(=O)Nc1c2c(nn1-c1ccc([N+](=O)[O-])cc1)CS(=O)(=O)C2 | 44% | 0% | -1% | -13% | 5% | -0.4% | -1 | -4% | -9% | 0%
O=C1/C(=C/c2cccnc2)SC(=S)N1NS(=O)(=O)c1ccccc1 | ? | 14% | -1% | -16% | 3% | -0.4% | 1 | 1% | -7% | 14%
COc1ccc(CNc2ncc(-c3cccc([N+](=O)[O-])c3)n2C)c(OC)c1OC | -3% | -29% | -2% | 0% | -2% | -0.2% | 0 | nt | 2% | -15%
CCCc1cc(=O)oc2c3c(cc(OCC(=O)NCc4ccncc4)c12)OC(C)(C)CC3 | 14% | -2% | -12% | -23% | -1% | -0.8% | 19 | nt | 9% | ?

2 of the compounds above, as tab-separated lines:
Molecule	CXXC DNA block	Integrin act MD	PTAP TSG101 blk	BRCA1 expr act	TCR act	B2AR arrestin	TRPV1 agonist	p53 reactivation	AT treatment	ELG1 DNA repair
O=C1/C(=C/c2cccnc2)SC(=S)N1NS(=O)(=O)c1ccccc1	?	14%	-1%	-16%	3%	-0.4%	1	1%	-7%	14%
COc1ccc(CNc2ncc(-c3cccc([N+](=O)[O-])c3)n2C)c(OC)c1OC	-3%	-29%	-2%	0%	-2%	-0.2%	0	nt	2%	-15%
